# GLA spleen mod = qHTS Assay for Inhibitors and Activators of Human alpha-Galactosidase From Spleen Homogenate; Alpha-galactosidase A (Homo sapiens), P06280; human spleen homogenate, 4MU-alpha-Gal fluorescence, 40 min; Potency, µM (series often up to 80 µM), for inactives: top-dose activity change, negative = inhibition, usual class: inhibitors; actives 0.008% (n = 240,000); AID 2107, 2009;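 note: potency is the fitted concentration of half-maximal effect; 0% = enzyme with vehicle and -100% = no enzyme basal signal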
# Target sequence (P06280 32-429 limits assumed): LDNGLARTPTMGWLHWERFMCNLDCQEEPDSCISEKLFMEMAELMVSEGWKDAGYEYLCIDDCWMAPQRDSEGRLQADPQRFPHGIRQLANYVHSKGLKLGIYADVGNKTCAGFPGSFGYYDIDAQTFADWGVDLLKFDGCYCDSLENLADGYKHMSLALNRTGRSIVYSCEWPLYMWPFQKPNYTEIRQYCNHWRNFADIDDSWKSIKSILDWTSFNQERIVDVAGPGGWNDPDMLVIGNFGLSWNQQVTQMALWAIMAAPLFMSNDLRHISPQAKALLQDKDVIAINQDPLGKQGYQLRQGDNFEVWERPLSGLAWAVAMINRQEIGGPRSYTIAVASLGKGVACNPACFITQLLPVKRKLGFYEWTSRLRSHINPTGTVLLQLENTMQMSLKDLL
#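 Inhibition or activation of alpha-galactosidase in human spleen homogenate is scored by 4-MU fluorescence after 40 min at 37C, pH 5.0, with 1 mM substrate. AC50s come from concentration-response fitted to the Hill equation.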
# CBFb RUNX1 block = qHTS Assay for Compounds Blocking the Interaction Between CBF-beta and RUNX1 for the Treatment of Acute Myeloid Leukemia; Potency, µM (titrated, usually from 59.8 µM), without a hit: top-dose activity, negative = inhibition, hits mostly inhibitors; Runt-related transcription factor 1 (Homo sapiens) + Core-binding factor subunit beta …; AlphaScreen CBFb-His/RUNX1-biotin binding, biochemical; 230,000 tested, under 10 active; note: % of control where 0% means no effect
# Target sequence (Q01196 whole entry, looked up): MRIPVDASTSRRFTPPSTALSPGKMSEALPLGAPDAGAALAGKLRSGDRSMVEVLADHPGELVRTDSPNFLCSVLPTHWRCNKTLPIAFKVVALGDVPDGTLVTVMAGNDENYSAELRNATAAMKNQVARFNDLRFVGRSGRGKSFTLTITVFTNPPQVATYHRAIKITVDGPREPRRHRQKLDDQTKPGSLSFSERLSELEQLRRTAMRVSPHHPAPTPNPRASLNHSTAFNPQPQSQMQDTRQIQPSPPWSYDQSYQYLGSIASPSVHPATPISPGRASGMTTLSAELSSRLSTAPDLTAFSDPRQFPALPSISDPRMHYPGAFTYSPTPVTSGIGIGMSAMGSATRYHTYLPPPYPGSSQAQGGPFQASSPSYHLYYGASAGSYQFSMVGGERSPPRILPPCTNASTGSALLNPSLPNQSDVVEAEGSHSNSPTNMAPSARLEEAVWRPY
# Target sequence (Q13951 whole entry, looked up): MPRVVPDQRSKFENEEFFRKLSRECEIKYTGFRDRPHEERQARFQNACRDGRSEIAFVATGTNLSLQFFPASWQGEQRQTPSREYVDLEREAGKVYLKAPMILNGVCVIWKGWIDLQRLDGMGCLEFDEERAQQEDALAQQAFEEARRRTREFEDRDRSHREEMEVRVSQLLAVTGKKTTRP
#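 Bead-based AlphaScreen assay; binding partners His-tagged CBF-beta and biotinylated RUNX1 at 30 nM each. Compound exposure 15 min after a 20-min protein preincubation; bead step 90 min; all steps at room temperature.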
# Lamin A splicing = qHTS Assay for Modulators of Lamin A Splicing; Potency, µM (series often up to 46.1 µM), inactives show at the highest dose ratio change, negative = inhibition, actives largely listed as inhibitors; actives 0.01% (n = 200,000); HeLa LMNA splicing GFP/RFP minigene ratio, 48 h; active = well fitted inhibition curve with a large enough effect in the signal ratio, with a control signal flat, not every such curve was filed as active; inconclusive = small, poorly fitted or top-dose-only effect, or effect the other way, or a change in a side signal; the % refers to the signal ratio; note: potency is the fitted concentration of half-maximal effect; % is set by controls: 0 for no effect and ±100 for the full control effect
#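 S3 HeLa cells stably expressing lamin A-EGFP splicing minigene plus DsRed2, 600 cells/well, 48 h compound exposure at 37C. Laser-scanning cytometry; analysed as GFP (500-530 nm)/RFP (575-640 nm) total intensity ratio; 0.5% DMSO vehicle.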
# Luc counter = Counterscreen for Luciferase (Kinase-Glo TM) Inhibition; Potency, µM (series often up to 38.3 µM), without a hit: at the highest dose activity change, negative = inhibition, hits mostly inhibitors; Kinase-Glo luciferase, ATP luminescence, 8 min; Luciferin 4-monooxygenase (Photuris pensylvanica), Q27757; actives 0.28% (n = 200,000); note: potency is the fitted concentration of half-maximal effect; % is set by controls: 0 for no effect and ±100 for the full control effect; nearly all actives have a fitted effect of over 60% in size
#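 Substrate mix (final 50 mM imidazole pH 7.2, 50 mM KCl, 7 mM MgCl2, 10 uM ATP, 0.01% Tween 20, 0.05% BSA) plus pin-tool compound, then Kinase-Glo detection mix; 8 min ambient, luminescence read.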
# NPSR antagonist = qHTS Assay for Antagonists of the Neuropeptide S Receptor: cAMP Signal Transduction; CHO-NPSR cells, cAMP TR-FRET, antagonist mode; Q6W5P4; AID 1461, 2008; actives 1% (n = 220,000); Potency, µM (doses to about 38.3 µM), without a hit: at the highest dose activity change, negative = inhibition, usual class: inhibitors; note: potency is the fitted concentration of half-maximal effect; % is set by controls: 0 for no effect and ±100 for the full control effect; nearly all actives have a fitted effect of over 50% in size; many of its hits are not listed in these tables
# IMPase Li cell = qHTS Assay for Identifying the Cell-Membrane Permeable IMPase Inhibitors: Potentiation with Lithium | Potency, µM (titrated, usually from 59.4 µM), inactives show at the top dose activity, negative = IMPase inhibition, most hits filed as inhibitors | CHO-M1 cells, IP1 TR-FRET (IP-One), carbachol + lithium | AID 1457, 2008 | actives 0.35% (n = 210,000);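 note: IP1 builds up when IMPase is blocked and the TR-FRET signal falls; potency is the fitted concentration of half-maximal effect; plate controls were basal vehicle for no effect and high inhibitor control for full effect; nearly all actives have a fitted effect of over 50% in size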
#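 Readout is a homogeneous TR-FRET IP1 immunoassay (Ex 320, Em 665 and 620), where raised cytosolic IP1 lowers signal. Cells were CHO-M1 treated 30 min at 37C with test compounds plus a little lithium; AC50 values came from Hill-equation fitting.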
# Epigenetic derep = Quantitative High-Throughput Screen for Regulators of Epigenetic Control. murine LDR cells, GFP reporter derepression, 30 h. Potency, µM (doses to about 53.9 µM), inactives show at the top dose GFP activation, actives largely listed as activators. actives 0.2% (n = 280,000); note: potency is the fitted concentration of half-maximal effect; % of control where 0% means no effect; nearly all actives have a fitted effect of over 60% in size
#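 Readout is the number of GFP-expressing murine LDR cells, counted by cytometry following washing. Cells were treated with compound for 30 h at 37 C; the stably integrated CMV-GFP locus is normally silent.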
# An asterisk follows results filed as active; ? = inconclusive; . = not tested or not shown; & = joins results of further samples; [ ] = another dose, or the depositor's remark. Unless noted, calls come from the whole dose curve; as a rule, active = well fitted curve in the direction sought with a large enough effect; inconclusive = small, poorly fitted or top-dose-only effect, or another doubt; inactive = no such curve, though single readings can be large; an effect the other way counts as inactive or inconclusive.
# Start of the data: the first 6 entries, to show the layout:
SMILES,GLA spleen mod,CBFb RUNX1 block,Lamin A splicing,Luc counter,NPSR antagonist,IMPase Li cell,Epigenetic derep
CN(CCNC(=O)C1CCN(S(=O)(=O)N2CCOCC2)CC1)CCc1ccccc1,-26%,3%,0%,4%,?,30%[38.3 µM],-4.1%
CSc1ccc(CN(C)C(C)C(=O)NCc2ccccc2)cc1 (stereo not given),2%,-4%,.,2%,-19%,34%[activator],-2.2%
COCCNc1ncnc2c1cnn2Cc1ccc(Cl)cc1,2%,3%,?,2%,-7%[46.1 µM],15%[38.3 µM],0.0%
O=c1c2ccccc2nc(SCCN2CCOCC2)n1CCc1ccccc1,2%,1%,10%[46 µM],-1%,55%,8%,0.4%
CCS(=O)(=O)N1Cc2ccccc2CC1C(=O)Nc1nc2ccccc2[nH]1 (stereo not given),7%,-10%,-15%,-1%,-4%[46.1 µM],-3%[38.3 µM],-0.1%
COc1cccc(OC)c1C(=O)Nc1ccc(S(=O)(=O)Nc2cc(C)nc(C)n2)cc1,20%,-1%,11%,-2%,13%[46.1 µM],-17%[38.3 µM],-1.4%

# This part in full, repeating the preview:
SMILES,GLA spleen mod,CBFb RUNX1 block,Lamin A splicing,Luc counter,NPSR antagonist,IMPase Li cell,Epigenetic derep
CN(CCNC(=O)C1CCN(S(=O)(=O)N2CCOCC2)CC1)CCc1ccccc1,-26%,3%,0%,4%,?,30%[38.3 µM],-4.1%
CSc1ccc(CN(C)C(C)C(=O)NCc2ccccc2)cc1 (stereo not given),2%,-4%,.,2%,-19%,34%[activator],-2.2%
COCCNc1ncnc2c1cnn2Cc1ccc(Cl)cc1,2%,3%,?,2%,-7%[46.1 µM],15%[38.3 µM],0.0%
O=c1c2ccccc2nc(SCCN2CCOCC2)n1CCc1ccccc1,2%,1%,10%[46 µM],-1%,55%,8%,0.4%
CCS(=O)(=O)N1Cc2ccccc2CC1C(=O)Nc1nc2ccccc2[nH]1 (stereo not given),7%,-10%,-15%,-1%,-4%[46.1 µM],-3%[38.3 µM],-0.1%
COc1cccc(OC)c1C(=O)Nc1ccc(S(=O)(=O)Nc2cc(C)nc(C)n2)cc1,20%,-1%,11%,-2%,13%[46.1 µM],-17%[38.3 µM],-1.4%
Cc1cc(C(=O)Cn2c(CO)nc3ccccc32)c(C)n1C,7%,-7%,.,.,?,.,1.1%
Cc1ccc(NC(=O)c2cc(C)nn2-c2ccccc2)cc1,-4%,-1%,-6%,2%,-11%[46.1 µM],6%[38.3 µM],-1.1%&-0.8%
Cc1ccccc1NC(=O)C(C)c1cccc(C(=O)c2ccccc2)c1 (stereo not given),8%,4%,-4%,-2%,-22%[46.1 µM],-6%[38.3 µM],-2.2%
CO[C@@H]1COC(=O)[C@H]2CCCN2C(=O)[C@@H](C)COC(=O)CCC[C@H]1C,2%[17.5 µM],9%[13.1 µM],.,.,.,.,2.0%[10.1 µM]
Cc1cc(N=Cc2cc(Cl)ccc2O)no1,2%,0%,1%,-2%,-2%[46.1 µM],10%[38.3 µM],-6.2%
CC(C)NC(=O)NC(=O)CSc1nnc(COc2ccccc2Cl)o1,3%,8%,-4%,4%,-9%[46.1 µM],-3%,-0.9%
COc1ccc(CNc2cc(-c3cccnc3)ncn2)c(OC)c1,2%,.,-2%,.,.,0%,.
CC(C)CC(=O)NCCNC(=O)c1cc(OCC(F)(F)F)ccc1OCC(F)(F)F,5%,8%,3%,-6%,-9%[46.1 µM],18%[38.3 µM],-0.5%
COC(=O)C1CSC(c2ccc(Cl)cc2)N1C(=O)c1ccccc1 (stereo not given),3%,-1%,.,1%,-28%,19%,1.3%
CC(C)N1C(=O)CCC1C(=O)NCc1ccco1 (stereo not given),-2%,0%,8%[46 µM],1%,21%,-7%,0.2%
COc1ccc(C2=[N+](C)CCn3cccc32)c(OC)c1,-22%,4%,?,-3%,8%,-2%,3.8%
O=C(NCc1ccccc1)c1cccc(Br)n1,4%[119 µM],7%[89.1 µM],3%,2%[39.9 µM],-11%,5%&1%,9.3%&1.1%
O=C(CSCc1ccc(Cl)cc1)N1CCOCC1,3%,10%,3%,-2%,14%,3%,-1.8%
O=c1nc(-c2ccccc2)nc(-c2ccccc2)[nH]1,4%,2%,.,.,21%,.,0.1%
COc1ccc(C2C(C(=O)O)CC(=O)N2C2CCCCC2)cc1 (stereo not given),-2%,12%,-8%,1%,-1%[46.1 µM],0%,1.8%
CCOC(=O)N1CCC(N2Cc3cccc(C(=O)NCc4ccc(C)cc4)c3C2=O)CC1,2%,-1%,9%,1%,-28%[46.1 µM],16%[38.3 µM],?
CCC(=O)N(Cc1cc2cc(C)c(C)cc2[nH]c1=O)C1CCCCC1,-14%,-7%,5%,0%,?,10%[38.3 µM],2.4%
COC(=O)c1ccc2nc(NC(=O)C(C)(C)C)sc2c1,1%,5%,16%[9.22 µM],-2%,-2%,1%,-5.0%
C/C(=N\NC(=O)c1ccccc1O)c1cccs1,-4%,1%,21%[46 µM],11µM*,-16%,6%,2.6%
# The list goes on:
SMILES,GLA spleen mod,CBFb RUNX1 block,Lamin A splicing,Luc counter,NPSR antagonist,IMPase Li cell,Epigenetic derep
OC1CCCN(CC(O)COC(c2ccccc2)c2ccccc2)C1 (stereo not given),7%,6%,.,.,12%,.,3.2%
Cc1ccc(Nc2nc(C)c3c(n2)CC(C)CC3=O)c(C)c1 (stereo not given),-9%,-3%,.,.,27%,.,-0.1%
Cc1ccccc1NC(=O)C12CC3CCC1(C)C3(C)CO2 (stereo not given),-5%,3%,-13%[46 µM],4%,-14%,-3%,-1.2%
CCCCCC(C)NC(=S)NC(=O)c1cc(S(=O)(=O)N2CCOCC2)ccc1C (stereo not given),0%,-1%,?,2%,-38%,-5%,-1.9%
O=C(COC(=O)[C@H](Cc1ccccc1)NC(=O)c1ccco1)NC(c1ccccc1)c1ccccc1,3%,-1%,12%,0%,-24%[46.1 µM],28%[38.3 µM],3.8%
CC(=O)OCc1cc(-c2nc3ccccc3[nH]c2=O)nn1-c1ccc(Cl)cc1,13%,4%,.,.,21%,.,-1.3%
O=C(c1cnccn1)N1CCC2(CCCN(Cc3ccccc3)C2)CC1,-1%,.,.,-1%,.,26%,.
COc1ccccc1C(=O)Nc1ccc(S(=O)(=O)N2CCCC2)cc1,-2%,11%,-9%,0%,-18%[46.1 µM],14%[38.3 µM],8.2%
COc1cc(C2C3=C(CCCC3=O)Nc3[nH]n(-c4ccccc4)c(=O)c32)ccc1OC(C)=O (stereo not given),-5%,-5%,.,-3%,-2%,10%,3.0%
c1cncc(-c2cncnc2NC2CCNCC2)c1,-2%,.,-9%,.,.,7%,.
CCn1cc(CN(C)C(=O)/C=C/c2ccc([N+](=O)[O-])cc2)c(C)n1,1%,2%,-10%,0%,11%,1%,-1.0%
COCC(=O)NC1CCN(CC(=O)Nc2ccccc2[N+](=O)[O-])CC1,-2%,-4%,.,-8%,1%,12%,-1.6%
O=C(CCN1C(=O)c2ccccc2C1=O)NCCN1CCOCC1,3%,13%,12%,3%,-10%[46.1 µM],29%[38.3 µM],-1.1%
O=C(NCCn1cc(SCc2ccccc2F)c2ccccc21)c1c(F)cccc1F,-3%,-1%[2.36 µM],-11%,0%,-21%,8%,2.5%
O=C(CSc1ccc2nnc(-c3ccncc3)n2n1)N1CCc2ccccc21,-6%,5%,-9%,5%,-4%[46.1 µM],24%[38.3 µM],0.0%
CCCCn1c(=O)[nH]c(=O)c2c1nc(-c1ccc3ccccc3c1)n2CC,13%,6%,-14%[46 µM],6%,-36%,0%,-1.8%
COc1cccc2sc(Nc3nc(-c4ccncc4)cs3)nc12,-16%,-7%,19%[46 µM],0%,-18%,3%,10.0%
C#CCCOC(=O)N1C2=NC(C(=O)OC)=C(C(=O)OC)[C@@H]3N(C)c4ccc(OC)cc4[C@]23C[C@H]1C(=O)OC,5%[17.5 µM],2%[13.1 µM],-8%[9.22 µM],-9%[7.66 µM],.,-2%,.
COc1cc(CN2CCN(Cc3ccc(C)cc3)CC2)c([N+](=O)[O-])cc1OC,0%,-8%,-29%[46 µM],-3%,-12%,19%,-4.2%
O=[N+]([O-])c1cccnc1N1CCC(c2cc(-c3ccc(Cl)cc3Cl)n[nH]2)CC1,-7%,?,?,16%,?,39%[activator][38.3 µM],3.6%
O=C(c1cccc(C(F)(F)F)c1)N1CCC(O)(CS(=O)(=O)Cc2ccccc2Cl)CC1,1%,0%,-2%,-4%,-10%[46.1 µM],2%[38.3 µM],-2.2%
CCOc1ccc(-n2c(SCC(=O)NCc3ccco3)nc3ccccc3c2=O)cc1,-9%,12%,20%[1.84 µM],4%,-32%,7%,11%
CCOC(=O)c1oc2nc(C)c3c(c2c1N)CC(C)(C)OC3,-3%,0%,1%,-2%,-11%[46.1 µM],-22%[38.3 µM],-0.1%
Oc1csc(Cc2nc(-c3ccc4ccccc4c3)cs2)n1,7%,-11%,?,-8%,-18%[46.1 µM],4%[38.3 µM],11%
Cn1c(=O)n(C)c2cc([N+](=O)[O-])c(N3CCN(C(=O)c4ccccc4Cl)CC3)cc21,3%,?,9%,0%,-7%[46.1 µM],11%[38.3 µM],0.0%
Cc1nc(NC(=O)c2ccccc2)sc1-c1csc(NCc2ccccc2)n1,-2%,-16%,1%,-11%,?,36%[activator][38.3 µM],-1.1%
CCn1c(=O)n(CC(=O)Nc2ccc(F)cc2)c(=O)c2ccccc21,-9%,1%,.,10%,3%,4%,-0.1%
CC1Oc2ccccc2OC1(O)c1ccc2ccccc2n1 (stereo not given),-10%,2%,?,2%,-3%,6%,1.1%

# Entries of single compounds as entered above. Screens in order: GLA spleen mod | CBFb RUNX1 block | Lamin A splicing | Luc counter | NPSR antagonist | IMPase Li cell | Epigenetic derep
# Shown for CCOC(=O)c1oc2nc(C)c3c(c2c1N)CC(C)(C)OC3 = -3% | 0% | 1% | -2% | -11%[46.1 µM] | -22%[38.3 µM] | -0.1%
# Shown for C#CCCOC(=O)N1C2=NC(C(=O)OC)=C(C(=O)OC)[C@@H]3N(C)c4ccc(OC)cc4[C@]23C[C@H]1C(=O)OC = 5%[17.5 µM] | 2%[13.1 µM] | -8%[9.22 µM] | -9%[7.66 µM] | . | -2% | .

# Not all compounds are listed; the hit share may differ from the screen's.
